bovine MsrA act: activators of bovine methionine sulfoxide reductase A. 360,000 tested, 0.3% active. purified bovine MsrA, absorbance read-out. activation, % at 10.6 µM; in the data active = activation above about 7.5%;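 also: 0% = vehicle and 100% = reference activator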
FAS-TE inh: FAS thioesterase (human) inhibition | 360,000 tested, 0.67% active | P49327 | recombinant FAS-TE, OMFH fluorogenic substrate, fluorescence endpoint | inhibition, % at 15 µM | AID 602261;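 active = compounds whose normalised, plate-corrected inhibition of enzyme fluorescence in the single-dose primary screen is 50% or more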;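 also: 0% = DMSO with enzyme and 100% = substrate without enzyme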
E coli Lon inh: E. coli protease La inhibition. 360,000 tested, 0.42% active. P0A9M0. inhibition, % at 7.94 µM. purified E. coli Lon protease, fluorescence polarization; in the data active = inhibition above about 13%, passing the limit was not always enough;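 also: 0% = enzyme with probe and DMSO and 100% = no enzyme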
PABP1 MLLE inh: inhibitors of microRNA-mediated deadenylation, human PABP1 MLLE binding; inhibition, % at 20 µM; GST-MLLE / FITC-PAM2 fluorescence polarization; 360,000 tested, 0.36% active; P11940; in the data active = inhibition above about 35%, passing the limit was not always enough;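 also: plate controls were DMSO wells with GST-MLLE for no effect and wells lacking GST-MLLE protein for full effect; some results filed as inactive read as strong as hits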
Target sequence (P11940 whole entry, looked up): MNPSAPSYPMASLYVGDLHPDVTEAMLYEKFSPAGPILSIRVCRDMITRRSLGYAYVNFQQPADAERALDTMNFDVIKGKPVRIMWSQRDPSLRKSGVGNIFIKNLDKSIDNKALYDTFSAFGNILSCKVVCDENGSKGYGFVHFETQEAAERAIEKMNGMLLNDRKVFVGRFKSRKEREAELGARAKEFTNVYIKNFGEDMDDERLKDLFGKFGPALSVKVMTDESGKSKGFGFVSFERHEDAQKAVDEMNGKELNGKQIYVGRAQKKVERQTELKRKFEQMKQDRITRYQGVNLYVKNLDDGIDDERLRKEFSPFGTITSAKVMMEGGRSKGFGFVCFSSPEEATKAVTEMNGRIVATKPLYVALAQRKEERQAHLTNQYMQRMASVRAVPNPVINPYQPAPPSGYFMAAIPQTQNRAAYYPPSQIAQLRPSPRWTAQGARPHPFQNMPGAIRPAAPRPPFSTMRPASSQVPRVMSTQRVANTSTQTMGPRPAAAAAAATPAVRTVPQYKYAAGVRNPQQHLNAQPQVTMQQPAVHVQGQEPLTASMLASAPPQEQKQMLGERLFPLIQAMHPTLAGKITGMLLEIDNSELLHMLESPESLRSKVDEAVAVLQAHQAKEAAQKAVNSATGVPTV
CSN deneddyl inh: inhibitors of human CSN-mediated cullin deneddylation | Q92905 | Purified CSN, SCF-Nedd8-OG deneddylation, fluorescence polarization | inhibition, % at 12.5 µM | 360,000 tested, 0.38% active;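 active = pattern-corrected inhibition above about 35%, with an unprinted fluorescence ratio check between 0.5 and 1.5, limit read from the data, passing the limit was not always enough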;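 also: 0% = enzyme with substrate and 100% = substrate without enzyme; some results filed as inactive read as strong as hits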
Target sequence (Q92905 whole entry, looked up, one chain of several): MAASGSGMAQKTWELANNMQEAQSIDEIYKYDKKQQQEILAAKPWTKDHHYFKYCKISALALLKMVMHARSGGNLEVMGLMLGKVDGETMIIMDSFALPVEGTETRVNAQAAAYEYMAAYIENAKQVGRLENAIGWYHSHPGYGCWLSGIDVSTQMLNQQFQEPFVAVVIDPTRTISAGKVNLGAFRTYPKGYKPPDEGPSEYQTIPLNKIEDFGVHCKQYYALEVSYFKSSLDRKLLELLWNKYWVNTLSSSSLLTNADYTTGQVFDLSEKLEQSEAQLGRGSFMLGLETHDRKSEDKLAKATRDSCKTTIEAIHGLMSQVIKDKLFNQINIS
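Material: human Csn5 produced in HEK293T cells; Input: enzyme 0.24 nM; Reagent: SCFSkp2-Nedd8OG substrate at 10 nM final; Dosing: 12.5 µM compound; Incubation: 90 min reaction at room temperature; Detection: fluorescence polarization of the substrate; Evaluation: % inhibition of substrate cleavage by Csn5; Control set: substrate-only high control, full reaction low control.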
TbMetRS inhib: Trypanosoma brucei MetRS inhibition; inhibition, % at 11.9 µM; 360,000 tested, 0.4% active; purified T. brucei MetRS, ATP depletion, Kinase-Glo luminescence; AID 624268;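 active = inhibition above a per-plate cutoff of the control wells' mean inhibition plus 3 SD, cut at about 5.5% in these data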;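 also: 0% = DMSO wells median and 100% = median of wells with control inhibitor compound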
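Test system: purified T. brucei MetRS enzyme. Also added: ATP, methionine and E. coli bulk tRNA substrates. Compound: 11.9 µM single point. Schedule: 15 min enzyme-compound preincubation, 2 h reaction, 10 min detection, 25 °C. Signal: luciferase luminescence of residual ATP, Kinase-Glo. Evaluation: percent inhibition versus plate control medians. Controls: DMSO wells, low control.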
MsrA inh: bovine MsrA inhibition; purified bovine MsrA, absorbance read-out; inhibition, % at 15.5 µM; 360,000 tested, 0.75% active; AID 651718; in the data active = inhibition above about 4.5%;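 also: 0% = vehicle wells with enzyme and 100% = reference inhibitor wells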
Neddylation inh: cullin neddylation inhibition. P61081+Q13564. 360,000 tested, 0.58% active. AID 651699. calls only at 25 µM. TR-FRET cullin neddylation, biochemical; in the data active = inhibition above about 36%
Rin1-Abl PPI inh: blocks binding of human Rin1 to Abl | 360,000 tested, 0.4% active | TR-FRET Rin1/Abl binding, biochemical | inhibition, % at 7.35 µM | P00519+Q13671; in the data active = inhibition above about 5%, passing the limit was not always enough
* = called active by the depositor; i = inactive; · = not tested or not shown; + = active, no number. Random draw from the library (roughly 4% active in at least one column).

SMILES	bovine MsrA act	FAS-TE inh	E coli Lon inh	PABP1 MLLE inh	CSN deneddyl inh	TbMetRS inhib	MsrA inh	Neddylation inh	Rin1-Abl PPI inh
CCN1CCN(CC(O)COCc2ccccc2)CC1 (stereo not drawn)	-2	-4	-8	-10	-1	-0.5	-0.4	i	-1
O=C(Cc1n[nH]c(=O)c2ccccc12)NCc1ccc(Cl)cc1	-1	-3	-12	3	0	1.1	-0.2	i	-3
CCOc1ccc(NC(=O)CC2S/C(=N/N=C3CCCCCC3)NC2=O)cc1 (stereo not drawn)	-7	0	-14	-14	2	-0.4	-0.2	i	-1
CCCC1=C/C(=C/c2ccc(-c3ccccc3OC)o2)C(=O)O1	-3	3	-19	-35	-2	0.2	0.1	·	0
CCOC(=O)C1=C(C)OC(N)=C(C#N)C1c1cc2c(cc1Br)OCO2 (stereo not drawn)	-9	18	7	-9	-1	-1.5	0.5	i	2
O=C(CN1CCCC1)Nc1ccccc1Sc1ccc(Cl)cc1	-10	11	-13	-3	-4	-1.5	-0.6	i	2
CC(=O)Nc1sc2c(c1CN1CCN(c3ccccn3)CC1)CCCC2	1	6	12	28	5	-0.4	0.1	i	-1
COc1cc(NC2c3ccccc3C(=O)N2Cc2ccccc2Cl)cc(OC)c1OC (stereo not drawn)	-3	1	-4	-6	-2	-0.5	-1.2	i	0
CCC1Oc2ccccc2N(CC(=O)NCc2cccs2)C1=O (stereo not drawn)	-3	-3	-8	2	-4	-0.2	0.1	i	4
CCN(CC)C(=O)/C(=C/c1ccc2c(c1)OCO2)NC(=O)c1ccc(Br)cc1	-6	26	-4	-8	1	-0.5	2.1	i	-1
CCCCc1c(C)nc(N)[nH]c1=O	1	-7	-10	19	1	0.9	-0.1	i	-1
Oc1ccc(Cl)cc1N=Cc1sc2ccccc2c1Cl	-3	3	11	-6	2	-0.1	-0.7	i	-5
COC(=O)c1ccc(CN2CCC(CO)(Cc3cccc(OC)c3)CC2)cc1	-1	-2	-6	4	1	-0.4	2.4	i	0
CCOC(=O)C(=NCCOC)NNc1cc(Cl)ccc1Cl	-4	16	0	5	3	0.0	-0.1	i	-1
CC(Oc1ccc(C(=O)c2ccc(F)cc2)cc1)C(=O)N1CCOCC1 (stereo not drawn)	-3	-4	-2	-3	-11	0.1	0.8	i	4
c1ccc(C2=NNC(=NC3CC3)SC2)cc1	-2	-8	9	27	-6	0.7	1.9	i	3
[O-]/[N+](=C/c1ccc(F)cc1)c1ccc(Cl)cc1	1	-6	2	42*	-4	-0.6	·	i	4
COC(C[C@@H]1O[C@@H]1[C@H](O)[C@H](C)OCc1ccccc1)OC	-2	-12	-1	0	-3	-0.3	-0.9	i	1
O=C1N(C2CCCC2)C[C@@H]2C[C@@H](c3cccn3-c3ccccn3)N3CCC[C@@]123	-3	-4	5	11	3	-0.5	-0.8	i	0
O=C(O)c1ccccc1C(=O)c1ccc(Br)s1	1	-6	-8	-101	2	-0.2	-0.9	i	3
COc1c(/C=N/Nc2ccc(C(=O)O)cc2)c(CCN(C)C(C)=O)cc2c1OCO2	-3	-3	-11	18	0	-1.2	0.8	i	-3
O=C(NCCN1C(=O)S/C(=C\c2cccnc2)C1=O)C1=NN(c2ccccc2)C(=O)CC1	-4	2	-1	16	0	-0.6	1.1	i	-1
CCN1CCN(S(=O)(=O)c2ccc(Cl)c(C(=O)NCc3ccco3)c2)CC1	-10	-8	3	-4	-4	-0.5	-0.1	i	-2
O=C(Nc1ccc2nsnc2c1)NC1CCCCC1	0	-4	-2	-9	-4	-0.1	1.0	·	3
O=C(Cn1nc(Cc2cccnc2)c2ccccc2c1=O)Nc1ccccc1F	-3	-3	-6	3	6	0.0	0.9	i	-1
CCS(=O)(=O)c1ccc2oc(SCC(=O)NCCc3ccc(OC)cc3)nc2c1	-2	0	2	-30	7	-0.1	1.4	i	-2
N#CCc1c[nH]c2ccc([N+](=O)[O-])cc12	-4	-1	-1	1	-5	-0.2	0.9	i	0
O=C(/C=C/c1ccc(F)cc1)NCCc1ccc2c(c1)OCCO2	-2	-6	11	-24	-5	-0.1	-0.4	i	0
N/C(CN1CCCCC1)=N\S(=O)(=O)c1cc(Cl)cc(Cl)c1	-1	1	-5	-2	4	-0.3	0.3	i	4
O=C1c2cc(O)c(O)cc2S(=O)(=O)C1c1ccccc1 (stereo not drawn)	0	-5	-3	7	-2	0.0	3.1	i	-1
O=C(N/N=C/c1cccc(F)c1)c1cc(-c2ccco2)nc2ccccc12	-2	-3	-8	-18	57	-1.1	3.3	+	-5
CCOc1cc(CNCc2cc(OC)cc(OC)c2)ccc1OC	0	-10	-11	0	0	0.3	-0.1	i	-1
COc1ccc([N+](=O)[O-])cc1Nc1c2ccccc2nc2ccccc12	-2	29	4	-3	-3	1.1	0.1	i	-6
CCOC(=O)c1cccc(NC(=O)C2CCN(S(=O)(=O)c3cnc[nH]3)CC2)c1	-3	-13	-3	1	-3	-0.8	-0.3	i	3
Cc1cc(C)nc(SCCN2CCOCC2)n1	3	-5	0	19	3	0.1	0.2	i	1
Cc1ccc(S(=O)(=O)CC(O)COc2ccc(F)cc2Cl)c(C)c1 (stereo not drawn)	-5	4	2	-4	4	-0.7	1.9	i	2
CCC(C)NC(=O)CNC(=S)N(CCCN1CCOCC1)Cc1cccs1 (stereo not drawn)	-7	-14	-2	-114	1	-0.9	0.0	i	-4
Nc1cc(C(=O)N/N=C/c2cccc([N+](=O)[O-])c2)n[nH]c1=O	0	8	0	-8	3	-0.2	-1.2	i	-3
OCC(CO)(CO)NC(=S)Nc1cc(Cl)cc(Cl)c1	0	-19	1	26	3	0.2	0.5	i	0
CCN(CC)CCCNC(=O)CNC(=O)c1nn(-c2ccc(OC)cc2)c(=O)c2ccccc12	-2	-5	-2	2	-1	-0.4	0.4	i	-2

No new results follow: an excerpt of the list.
SMILES	bovine MsrA act	FAS-TE inh	E coli Lon inh	PABP1 MLLE inh	CSN deneddyl inh	TbMetRS inhib	MsrA inh	Neddylation inh	Rin1-Abl PPI inh
O=C(/C=C/c1ccc(F)cc1)NCCc1ccc2c(c1)OCCO2	-2	-6	11	-24	-5	-0.1	-0.4	i	0
N/C(CN1CCCCC1)=N\S(=O)(=O)c1cc(Cl)cc(Cl)c1	-1	1	-5	-2	4	-0.3	0.3	i	4
O=C1c2cc(O)c(O)cc2S(=O)(=O)C1c1ccccc1 (stereo not drawn)	0	-5	-3	7	-2	0.0	3.1	i	-1
O=C(N/N=C/c1cccc(F)c1)c1cc(-c2ccco2)nc2ccccc12	-2	-3	-8	-18	57	-1.1	3.3	+	-5
CCOc1cc(CNCc2cc(OC)cc(OC)c2)ccc1OC	0	-10	-11	0	0	0.3	-0.1	i	-1
COc1ccc([N+](=O)[O-])cc1Nc1c2ccccc2nc2ccccc12	-2	29	4	-3	-3	1.1	0.1	i	-6
CCOC(=O)c1cccc(NC(=O)C2CCN(S(=O)(=O)c3cnc[nH]3)CC2)c1	-3	-13	-3	1	-3	-0.8	-0.3	i	3
Cc1cc(C)nc(SCCN2CCOCC2)n1	3	-5	0	19	3	0.1	0.2	i	1
Cc1ccc(S(=O)(=O)CC(O)COc2ccc(F)cc2Cl)c(C)c1 (stereo not drawn)	-5	4	2	-4	4	-0.7	1.9	i	2
CCC(C)NC(=O)CNC(=S)N(CCCN1CCOCC1)Cc1cccs1 (stereo not drawn)	-7	-14	-2	-114	1	-0.9	0.0	i	-4

(next part)
SMILES	bovine MsrA act	FAS-TE inh	E coli Lon inh	PABP1 MLLE inh	CSN deneddyl inh	TbMetRS inhib	MsrA inh	Neddylation inh	Rin1-Abl PPI inh
Cc1cc([N+](=O)[O-])cc2c1NC(=O)C2(O)N1CCCC(C)C1 (stereo not drawn)	-4	16	-6	-5	0	-0.2	1.9	i	-3
CN(C)C(=O)/C(=C/c1ccc(-c2cccc([N+](=O)[O-])c2)o1)NC(=O)c1ccccc1	1	12	-3	1	-5	-0.2	1.7	i	-4
COc1cc2cc(CN(CCc3ccccc3C)C(=S)NCCCN(C)C)c(=O)[nH]c2cc1OC	-4	-8	10	-145	-15	-0.3	1.5	i	0
Cc1cc(C)c2c(-n3cccc3)c(C(=O)NNS(=O)(=O)c3ccccc3)sc2n1	-4	-1	-2	-2	-4	-1.3	-0.7	i	-1
O=C(O)/C=C/C(=O)N1CCN(C(=O)/C=C/C(=O)O)CC1	-7	-9	-11	6	0	-1.4	-0.7	i	-4
COc1ccccc1CC(=O)Nc1ccc2c(c1)CCC2	-2	-10	-12	-4	1	-0.5	-0.1	i	-3
CC(=O)N1CCN(c2ccc(NCc3cccc4ccccc34)cc2)CC1	-8	2	5	9	-3	0.5	-0.2	i	1
COc1ncccc1-c1nnn(-c2ccc(Cl)c(Cl)c2)n1	-2	5	-14	15	0	-0.3	-0.5	i	8
CC1CCCN(C(=O)c2cc3c(-c4ccc(Cl)cc4)nn(C)c3s2)C1 (stereo not drawn)	-2	24	6	-2	-7	-0.3	-0.4	i	-2
CC(C)CC(=O)Nc1ccccc1N1CCCC1	-3	-4	0	-2	-4	-0.2	-0.8	i	0
CC1CCCC(C)N1/N=C/c1ccccc1F (stereo not drawn)	-3	-6	-11	-8	-3	-0.4	0.1	i	2
COC(=O)c1cc(=O)n(Cc2ccc(OC)c(OC)c2)c(=Nc2ccc(F)cc2)s1	2	4	2	-15	9	-0.8	-0.1	i	-3
CCC(=O)N1CCc2cc(S(=O)(=O)N3CCc4ccccc43)ccc21	-4	0	-9	9	-1	-1.2	-0.2	i	-2
O=C(c1cc(-c2ccc(F)cc2)nc2ccccc12)N1CCC1	-1	-3	-8	-1	5	-0.2	1.1	i	0
COc1cc(C(C)=O)ccc1OCC(O)CN1CCN(c2ccccc2)CC1 (stereo not drawn)	-1	-2	-4	-1	2	-0.2	-0.3	i	-1
O=C(CNC(=O)c1ccco1)OCN1C(=O)c2ccccc2C1=O	3	-4	-3	-6	4	0.1	0.6	i	-4
CN(C)CCN(C)C1CN(Cc2ccc([N+](=O)[O-])cc2)S(=O)(=O)C1 (stereo not drawn)	-4	-1	-3	10	7	0.1	0.3	i	1
COc1cc(CC(=O)Nc2ccc(N3CCOCC3)cc2)cc(OC)c1OC	-4	-7	5	-6	-19	-0.2	-1.6	i	1
CCOC(=O)c1cccc(NC(=O)Cn2cnc3c2c(=O)n(C)c(=O)n3C)c1	-2	-7	-3	4	-4	1.0	-0.9	i	2
CCC(CC)C(=O)Nc1nnc(S(=O)(=O)N2CCCCCC2)s1	-1	1	-5	1	-1	-0.5	-0.5	i	2
CCOc1ccc(/C=C/C(=O)c2ccccc2)cc1	-3	4	1	-20	3	-0.6	1.6	i	-3
COc1cccc(C2=NN(C(=O)CCCC(=O)O)C(c3cccs3)C2)c1 (stereo not drawn)	-2	-3	5	-7	3	0.2	0.3	i	1

Source: PubChem (several laboratories)
